RAD54 inh – RAD54 (human) branch migration inhibition. RAD54 Holliday junction branch migration, FAM/BHQ fluorescence. Q92698. 0.14% of 360,000 active. inhibition, % at 10.4 µM;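 active = mean normalized replicate activity at least 40 and at least half of replicates scoring 40 or more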;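 note: 0% = median of neutral control wells and 100% = median of positive control wells; inhibitors cause a drop in the FAM fluorescence signal; in these data hits start at about 50%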
Target sequence (Q92698 whole entry, looked up): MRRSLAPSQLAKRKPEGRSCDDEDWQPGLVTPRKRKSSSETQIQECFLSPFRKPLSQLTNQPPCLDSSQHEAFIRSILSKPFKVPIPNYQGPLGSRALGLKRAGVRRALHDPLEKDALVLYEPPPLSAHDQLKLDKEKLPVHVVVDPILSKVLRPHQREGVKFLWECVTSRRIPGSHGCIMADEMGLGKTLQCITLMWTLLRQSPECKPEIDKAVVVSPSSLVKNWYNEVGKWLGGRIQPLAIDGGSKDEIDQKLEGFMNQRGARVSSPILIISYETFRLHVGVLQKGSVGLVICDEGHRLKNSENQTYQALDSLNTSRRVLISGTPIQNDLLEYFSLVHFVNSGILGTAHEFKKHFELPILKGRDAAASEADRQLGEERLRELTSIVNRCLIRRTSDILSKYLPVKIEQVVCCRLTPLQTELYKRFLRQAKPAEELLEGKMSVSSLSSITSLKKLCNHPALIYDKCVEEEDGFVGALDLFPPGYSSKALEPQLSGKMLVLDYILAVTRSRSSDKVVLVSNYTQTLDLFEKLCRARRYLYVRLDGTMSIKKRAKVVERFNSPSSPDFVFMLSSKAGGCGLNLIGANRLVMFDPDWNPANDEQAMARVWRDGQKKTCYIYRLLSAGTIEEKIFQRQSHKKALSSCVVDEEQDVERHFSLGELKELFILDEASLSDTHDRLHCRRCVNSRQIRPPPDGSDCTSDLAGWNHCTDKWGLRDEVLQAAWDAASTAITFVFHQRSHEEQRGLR
E-selectin induc – induces E-selectin expression in human endothelial cells. HUVEC E-selectin immunofluorescence imaging; normalized: neutral wells 0, TNF-alpha wells 100. activation, % at 7.58 µM. 0.37% of 260,000 active. AID 686992;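 active = mean E-selectin-positive cell signal at least 10% of the positive control, reached in at least 60% of replicates, without over 20% cell loss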;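 note: in these data hits start at about 27%; measured in HUVEC primary endothelial cells; signal is the percent of cells scored E-selectin positive by PE staining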
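Material: HUVEC primary endothelial cells; Amount: 3,000 cells per well; Dosing: single concentration; Medium: EGM-2 growth medium on 0.1% gelatin-coated wells; Read-out basis: percent E-selectin-positive cells; Signal: immunofluorescence imaging; Control set: TNF-alpha, DMSO.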
PglD DTNB – inhibitors of Campylobacter jejuni PglD acetyltransferase | purified PglD enzyme, DTNB colorimetric CoA detection | inhibition, % at 12.5 µM | 0.098% of 360,000 active | AID 602405; in the data active = inhibition above about 16%, passing the limit was not always enough; note: strong numbers were not always called active
Cneo AK release – Cryptococcus neoformans lysis via adenylate kinase release | C. neoformans lysis, adenylate kinase release luminescence, 4 h; normalised: neutral wells 0, clomiphene wells 100 | lysis activity, % at 15 µM | 0.2% of 360,000 active | AID 651654;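 active = mean lysis activity across replicates of at least 80%, whatever share of replicates individually reach that level; inactive = mean lysis activity below 80%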
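Signal: Adenylate kinase release luminescence | Assay system: Log-phase Cryptococcus neoformans yeast cells | Input: Cells at 5 × 10^6 per mL | Buffer or medium: Fresh YPD growth medium | Compound: Single dose | Schedule: Static 4 h at 37 °C with compound, 1 h detection | Controls: Clomiphene | Read-out: Luminescence rise reflecting yeast cell lysis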
miR-122 sensor – inhibitors of miR-122 in Huh7 cells | Huh7 miR-122 Renilla luciferase sensor, 48 h; neutral wells = 0, positive control = 100 | activation (reporter increase), % at 12.5 µM | 0.3% of 340,000 active | AID 602342;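 active = mean replicate activation score at least 90 and every replicate individually at or above 90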;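 note: higher luciferase means less miR-122 activity so hits act as miR-122 inhibitors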
RAD52 anneal inh – blocks human RAD52 DNA annealing. P43351. recombinant RAD52 DNA annealing, FRET fluorescence. inhibition, % at 18.7 µM. 0.46% of 360,000 active. AID 651710;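 active = every replicate showing at least 50% inhibition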
ERAP1 HTS inh – inhibitors of human ERAP1 aminopeptidase. inhibition, % at 10.7 µM. recombinant ERAP1, Leu-AMC fluorescence, 60 min. 0.15% of 340,000 active. AID 652197. Q9NZ08;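 active = mean replicate inhibition of at least 30%, or all replicates individually reaching that 30% level; inactive = mean below 30% and not every replicate reaching it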;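 note: 0% = neutral control wells and 100% = L-leucinethiol positive control wells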
PGC1a acetyl inh – lowers PGC1a acetylation signal in U2OS cells. inhibition, % at 15.6 µM. AID 651687. 0.17% of 350,000 active. AlphaScreen anti-acetyl-lysine; with virally co-expressed GCN5 acetyltransferase;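 active = every replicate shows inhibition of at least 40%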;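 note: 0% = neutral control wells and 100% = positive control wells; some results beyond the cut were filed as inactive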
Starred values were filed as active, the others as inactive; . = no result given; [ ] = dose if it differs, or a comment.

1. CN1[C@@H]2Cn3c(ccc(/C=C/c4ccccc4)c3=O)[C@H]1[C@@H](C(=O)NC1CCC1)[C@@H]2CO
2. CC(CC(=O)Nc1ccc2c(c1)c(=O)n(C)n2Cc1ccc(F)cc1)C(F)(F)F (configuration not stated)
3. NS(=O)(=O)c1ccc(CCNC(=O)c2cccnc2)cc1
4. O=c1c2ccccc2sc2ccc(NCCCN3CCOCC3)cc12
5. Cc1ccc(NC(=O)COc2ccc(N3CC(C(N)=O)CC3=O)cc2)c(C)c1 (configuration not stated)
6. COC(=O)c1ccc(Cl)c(NC(=O)CSc2ncn[nH]2)c1

Screen / compound no.	1	2	3	4	5	6
RAD54 inh	-6.0	-16.8	-9.5	50.8*	-1.7	-3.5
E-selectin induc	0.7	2.8	.	0.5	2.1	.
PglD DTNB	0.4	-6.5	-0.4	11.6	3.3	4.5
Cneo AK release	-0.4	1.5	-0.8	-2.5	1.3	-0.5
miR-122 sensor	-2.2[16.7 µM]	-1.3	-8.1	.	-1.0	-0.5
RAD52 anneal inh	20.5	-19.1	-9.3	-7.1	-0.9	.
ERAP1 HTS inh	-0.9	-4.2	0.6	.	-2.0	.
PGC1a acetyl inh	.	-6.2	7.5	.	22.2	-8.2

7. Cc1n[nH]c(C)c1NC(=O)c1cc([N+](=O)[O-])ccc1Cl
8. Cc1ccc(S(=O)(=O)N(C)C[C@H]2OCCCC[C@H](C)Oc3ccc(NC(=O)Cc4ccccc4)cc3C(=O)N([C@H](C)CO)C[C@H]2C)cc1
9. CO[C@@H]1CN(C)C(=O)c2cc(NC(C)=O)ccc2OC[C@H](C)N(Cc2cccnc2)C[C@@H]1C
10. CCOC(=O)/C(=N\Nc1ccccc1Cl)N1CCN(c2ccccc2OC)CC1
11. O=C(Nc1ccccc1N1CCOCC1)c1cccs1
12. COc1ccc(C)cc1-n1c(SCC(=O)Nc2cc(C)on2)nc2ccccc2c1=O

Screen / compound no.	7	8	9	10	11	12
RAD54 inh	.	1.6	-1.7	.	-1.4	3.7
E-selectin induc	1.4	.	0.8	3.9	.	-0.4
PglD DTNB	.	-5.3	3.9	.	-4.8	5.9
Cneo AK release	.	24.1	2.7	.	-0.3	-2.5
miR-122 sensor	-7.1	-3.3[16.7 µM]	17.3[16.7 µM]	.	-14.1	.
RAD52 anneal inh	-5.6	-9.4	.	-59.5	-1.6	-8.9
ERAP1 HTS inh	-1.4	2.5	.	8.2	-1.0	3.1
PGC1a acetyl inh	2.1	-11.1	6.5	-7.0	4.3	1.4

13. C=CC[C@@H](CC(=O)OC(C)(C)C)C(=O)OC[C@@H]1CCCN1C(=O)[C@@H](CC=C)CC(=O)N[C@@H](CO)Cc1ccccc1
14. Cc1cccc(C)c1NC(=O)CNC(=O)C(Cc1ccccc1)NC(=O)c1ccccc1 (configuration not stated)
15. CC(=O)OCC(=O)Nc1cc(S(=O)(=O)N2CCCCCC2)ccc1Cl
16. Cc1ccc(SC(C)C(=O)O/N=C(\N)c2ccncc2)cc1 (configuration not stated)
17. COc1ccc(NC(=O)Cc2cccc3ccccc23)cc1
18. CCCNC(=O)C[C@H]1CC[C@@H]2[C@H](COc3ccc(NC(=O)COC)cc3C(=O)N2C)O1

Screen / compound no.	13	14	15	16	17	18
RAD54 inh	1.1	-8.0	.	-3.8	0.4	-6.2
E-selectin induc	0.0	.	4.6	-0.3	0.0	0.0
PglD DTNB	0.7	-3.7	.	-12.0	5.1	-1.8
Cneo AK release	7.7	9.2	.	-1.5	0.4	0.1
miR-122 sensor	-8.1	-0.4	4.3	.	8.4	-4.2[16.7 µM]
RAD52 anneal inh	-10.4	-6.9	-9.9	-22.7	-3.9	.
ERAP1 HTS inh	3.1	5.1	-2.0	-1.5	3.7	.
PGC1a acetyl inh	.	.	.	.	-13.0	2.3

19. N#Cc1ccc(/C=C\c2nccc3c2[nH]c2ccccc23)cc1
20. COc1ccc(CN(C)C(=O)Cn2ccsc2=N)cc1OC
21. COc1cc(NC(=O)c2cccs2)c(C(=O)OCC(=O)c2cc(C)n(-c3ccc(F)cc3)c2C)cc1OC
22. COc1ccc(S(=O)(=O)Nc2ccc3c(c2)C(=O)N([C@H](C)CO)C[C@@H](C)[C@H](CN(C)C(=O)C2CCCCC2)OCCCC[C@H](C)O3)cc1
23. C[C@@H]1CN([C@H](C)CO)C(=O)c2cc(NS(=O)(=O)c3cccs3)ccc2O[C@@H](C)CCCCO[C@@H]1CN(C)S(=O)(=O)c1ccc(F)cc1
24. C[C@@H]1Cc2c(O)c(O)cc(O)c2C(=O)O1

Screen / compound no.	19	20	21	22	23	24
RAD54 inh	.	-4.2	-2.0	-2.1	4.0	-9.4
E-selectin induc	2.3	0.0	.	0.0	0.2	.
PglD DTNB	.	-9.8	-8.9	0.5	3.6	-1.1
Cneo AK release	.	-0.5	-7.4	0.2	46.1	0.3
miR-122 sensor	.	.	5.6	-9.1[16.7 µM]	2.2[16.7 µM]	-5.4
RAD52 anneal inh	-56.3	-11.6	-16.9	-18.1	-41.3	.
ERAP1 HTS inh	-5.0	-3.7	1.0	1.5	1.5	.
PGC1a acetyl inh	9.5	.	2.0	-7.6	-34.4	0.1

25. CCOC(=O)C1=C(c2ccccc2)NC(=O)NC1c1cc(Br)c(O)c(OC)c1 (configuration not stated)
26. COc1ccccc1C(=O)NCC(=O)N/N=C/c1ccc([N+](=O)[O-])cc1
27. O=C(Cn1cc(C(=S)N2CCOCC2)c2ccccc21)N1CCOCC1
28. COc1ccc(S(=O)(=O)N[C@@H]2C=C[C@H](CC(=O)N3CCc4ccccc4C3)O[C@H]2CO)cc1
29. O=S(=O)(c1ccc(F)cc1)N1C[C@H]2[C@@H](c3ccccc31)[C@@H](CO)N2Cc1ccccc1Cl
30. S=C(Nc1ccccc1Cl)N(CCCN1CCOCC1)Cc1ccccn1

Screen / compound no.	25	26	27	28	29	30
RAD54 inh	-3.0	.	-8.2	1.7	-32.6	6.2
E-selectin induc	0.5	.	.	-0.3	-0.1	2.5
PglD DTNB	-3.6	.	-1.3	-2.4	4.4	-5.6
Cneo AK release	-0.2	.	-0.8	11.0	6.0	-2.2
miR-122 sensor	13.7	4.0	3.9	-24.0[16.7 µM]	35.7[16.7 µM]	-0.1
RAD52 anneal inh	-3.7	-11.3	.	-3.4	-226.3	-8.9
ERAP1 HTS inh	-0.3	2.2	.	-2.8	4.6	-1.2
PGC1a acetyl inh	.	0.8	-7.5	3.9	-28.4	.

31. COc1cccc(NC(=O)C2(S(=O)(=O)c3ccc(Cl)cc3)CC2)c1
32. C[C@@H]1CCCCO[C@H](CN(C)Cc2ccccc2)[C@@H](C)CN([C@@H](C)CO)C(=O)c2cc(NC(=O)Cc3ccccc3)ccc2O1
33. O=C(NN1C(=O)C2C3C=CC(C4CC34)C2C1=O)c1ccc(Cl)cc1 (configuration not stated)
34. Cc1cc(/C=N/NC(=O)c2cccs2)c(C)n1-c1cnccn1
35. CC(=O)N(C)C[C@@H]1Oc2ncc(-c3cccc(F)c3)cc2C(=O)N([C@@H](C)CO)C[C@H]1C
36. O=C(Nc1ccc2c(c1)OCCO2)C1CCN(c2nnnn2-c2ccccc2)CC1

Screen / compound no.	31	32	33	34	35	36
RAD54 inh	.	3.0	0.2	2.0	6.6	-4.7
E-selectin induc	4.6	.	.	.	0.2	.
PglD DTNB	.	-5.1	2.0	5.7	6.5	-3.6
Cneo AK release	.	6.0	-0.1	1.7	6.3	0.9
miR-122 sensor	3.7	-5.9[16.7 µM]	-1.2	9.7	-4.7[16.7 µM]	-3.9
RAD52 anneal inh	-18.5	4.9	.	-0.3	-11.0	-2.9
ERAP1 HTS inh	-1.7	3.4	.	-3.3	-2.0	-2.0
PGC1a acetyl inh	-17.0	0.3	-2.4	.	0.1	-6.6

37. Nc1c2c(nc3c1CCCC3)CCCC2 (tested in a mixture with another compound)
38. CCn1c(=O)c(CCC(=O)N2CCOCC2)c(C)c2c(C)nn(-c3ccccc3)c21
39. CC1CCCCN1C(=O)c1cc(-c2ccc(Cl)c(Cl)c2)on1 (configuration not stated)
40. O=C(c1ccccc1)N1C[C@@H]2[C@H](c3ccccc31)[C@H](CO)N2C(=O)CN1CCOCC1
41. CCOc1nonc1C(=N)/C(C(C)=O)=C(\C)O
42. COc1ccc(-n2cc(-c3ccccc3)c3c(N4CCOCC4)ncnc32)cc1

Screen / compound no.	37	38	39	40	41	42
RAD54 inh	-5.6	-8.5	-5.9	0.5	6.5	0.7
E-selectin induc	.	.	.	0.6	.	.
PglD DTNB	-4.3	0.2	5.2	2.1	11.3	1.1
Cneo AK release	-0.3	2.6	2.4	-1.3	-0.3	-3.3
miR-122 sensor	0.0	-6.6	-7.9	-8.3[16.7 µM]	-2.1	-0.9
RAD52 anneal inh	-14.7	.	.	-17.8	.	-7.6
ERAP1 HTS inh	0.6	.	.	-2.0	.	-2.4
PGC1a acetyl inh	8.3	-11.0	7.8	5.1	-4.9	5.1

43. Cc1ccc(C=Nc2ccccc2C(N)=O)cc1
44. CCOc1ccc(CN2CCSCC2)cc1
45. Cc1ccc(S(=O)(=O)NCCC(=O)Nc2cccc(Cl)c2)cc1
46. CCCNC(=O)N1CC(=O)N2[C@@H](CO)[C@@H](c3ccc(C#CCC4CCCC4)cc3)[C@@H]2C1
47. C[C@H](CO)N1C[C@H](C)[C@@H](CN(C)Cc2ccc(Oc3ccccc3)cc2)Oc2c(NC(=O)c3nc4ccccc4s3)cccc2C1=O
48. C[C@H]1CN([C@@H](C)CO)C(=O)c2cccc(NC(=O)Nc3ccccc3)c2O[C@@H]1CN(C)Cc1ccc(-c2ccccc2)cc1

Screen / compound no.	43	44	45	46	47	48
RAD54 inh	-7.2	-6.9	0.2	.	-0.4	-0.7
E-selectin induc	.	.	.	-0.1	-5.0	1.8
PglD DTNB	-4.0	-5.2	0.3	.	5.8	-2.4
Cneo AK release	-5.3	1.1	12.8	.	0.4	-3.9
miR-122 sensor	22.7	1.4	22.3	.	-3.1[16.7 µM]	-9.7[16.7 µM]
RAD52 anneal inh	.	-8.0	.	1.6	13.5	-87.4
ERAP1 HTS inh	.	-2.6	.	-1.2	1.5	-1.1
PGC1a acetyl inh	6.4	-3.5	2.7	4.9	-11.7	-1.0

Two entries from above in a different format:
No. | SMILES | RAD54 inh | E-selectin induc | PglD DTNB | Cneo AK release | miR-122 sensor | RAD52 anneal inh | ERAP1 HTS inh | PGC1a acetyl inh
45 | Cc1ccc(S(=O)(=O)NCCC(=O)Nc2cccc(Cl)c2)cc1 | 0.2 | . | 0.3 | 12.8 | 22.3 | . | . | 2.7
46 | CCCNC(=O)N1CC(=O)N2[C@@H](CO)[C@@H](c3ccc(C#CCC4CCCC4)cc3)[C@@H]2C1 | . | -0.1 | . | . | . | 1.6 | -1.2 | 4.9

Later entries:
49. CN1CCN(C(=O)CSc2nc(-c3ccncc3)ccc2C#N)CC1
50. CCC(=O)N1CC[C@@H]2[C@H]1c1cc(-c3cccc(C#N)c3)ccc1N[C@@H]2CO
51. COCCn1c(C(C)C)nc2oc3ccccc3c(=O)c2c1=O
52. Cc1cc(C)n2nc(C(=O)OCC(=O)N(C)Cc3ccccc3)nc2n1
53. CCOC(=O)c1sc2nc(CSc3ccccc3)nc(NCCN(C)C)c2c1C
54. N#Cc1nc(Cc2ccccc2)oc1NCCc1ccccc1

Screen / compound no.	49	50	51	52	53	54
RAD54 inh	6.8	2.1	3.9	3.5	.	-12.4
E-selectin induc	.	0.3	.	3.5	-0.1	.
PglD DTNB	0.5	1.6	0.3	3.4	.	1.7
Cneo AK release	-1.5	-17.3	-0.2	-0.6	.	-1.8
miR-122 sensor	2.5	-7.3[16.7 µM]	-7.2	.	-1.8	-10.7
RAD52 anneal inh	.	.	.	-6.7	14.7	.
ERAP1 HTS inh	.	.	.	0.6	3.3	.
PGC1a acetyl inh	6.1	-1.1	-13.0	.	-24.8	-10.3
